SENP8 block-1 – SENP8 protease inhibition | purified SENP8, Z-RLRGG-aminoluciferin cleavage, luminescence | inhibition, % at 10 µM | AID 2540 | Q96LD8 | 330,000 tested, 1.2% active; in the data active = inhibition above about 50%
UBC13 polyUb – inhibitors of human UBC13 polyubiquitin chain formation; TR-FRET; inhibition, % at 20 µM; 330,000 tested, 0.47% active; AID 485273; in the data active = inhibition above about 45%, passing the limit was not always enough
SENP1 inh – inhibitors of human SENP1 SUMO protease catalytic domain | recombinant SENP1 catalytic domain, CyPet-SUMO1-YPet FRET cleavage | inhibition, % at 10 µM | 360,000 tested, 0.21% active | Q9P0U3;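 active = inhibition at least 30% at 10 µM, raw YFP signal under a set limit, fluorescence ratio 0.5 to 1.5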;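 also: 0% = enzyme with DMSO and 100% = no enzyme wells; some results filed as inactive read as strong as hits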
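Assay system: hSENP1 catalytic domain, recombinant. Amount: SENP1 enzyme, 20 pM final. Schedule: 50 min reaction, RT, dark. Technique: FRET, CFP and YFP emission. Control set: no-enzyme wells low, DMSO-plus-enzyme wells high control.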
SENP7 inh – blocks the human protease SENP7; inhibition, % at 5 µM; recombinant SENP7, Z-RLRGG-aminoluciferin luminescence, 40 min; 330,000 tested, 1.5% active; Q9BQF6;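 active = inhibition above about 50% at the single test dose, limit read from the data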;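 also: plate controls were DMSO with enzyme for no effect and no enzyme buffer wells for full effect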
Target sequence (Q9BQF6 706-1050 limits assumed): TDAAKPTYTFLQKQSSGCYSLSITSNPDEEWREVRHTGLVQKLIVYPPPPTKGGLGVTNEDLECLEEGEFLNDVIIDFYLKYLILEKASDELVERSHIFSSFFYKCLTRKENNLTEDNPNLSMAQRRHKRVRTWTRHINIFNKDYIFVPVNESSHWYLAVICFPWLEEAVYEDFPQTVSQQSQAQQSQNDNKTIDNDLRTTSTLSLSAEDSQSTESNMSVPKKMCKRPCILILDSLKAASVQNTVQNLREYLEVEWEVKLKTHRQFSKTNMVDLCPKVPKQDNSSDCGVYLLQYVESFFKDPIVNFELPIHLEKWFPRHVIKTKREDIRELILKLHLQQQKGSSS
SENP6 block – SENP6 protease inhibition; Q9GZR1; Recombinant SENP6 catalytic domain, aminoluciferin luminescence; inhibition, % at 10 µM; 330,000 tested, 1.8% active; AID 2599;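 active = inhibition above about 50% at the single tested dose, limit read from the data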;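 also: plate controls were DMSO wells with enzyme for no effect and DMSO wells lacking enzyme for full effect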
Target sequence (Q9GZR1 628-1112 limits assumed): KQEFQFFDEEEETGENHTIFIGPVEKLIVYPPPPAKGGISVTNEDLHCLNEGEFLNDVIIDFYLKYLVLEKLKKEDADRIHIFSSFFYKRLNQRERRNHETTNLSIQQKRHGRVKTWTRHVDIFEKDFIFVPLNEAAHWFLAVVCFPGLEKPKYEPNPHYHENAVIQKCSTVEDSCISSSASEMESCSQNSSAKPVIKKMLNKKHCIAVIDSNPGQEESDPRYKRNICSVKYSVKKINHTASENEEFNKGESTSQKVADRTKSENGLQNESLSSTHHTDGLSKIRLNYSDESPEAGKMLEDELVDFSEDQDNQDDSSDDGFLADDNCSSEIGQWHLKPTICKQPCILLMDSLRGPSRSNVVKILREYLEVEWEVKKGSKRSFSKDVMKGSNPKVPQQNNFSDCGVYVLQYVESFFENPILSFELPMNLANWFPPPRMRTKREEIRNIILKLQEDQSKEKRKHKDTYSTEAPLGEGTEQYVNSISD
Apaf-1 inh – inhibitors of human Apaf-1 apoptosome; O14727; reconstituted apoptosome caspase-3 activity, DEVD-Rh110 fluorescence; inhibition, % at 20 µM; 330,000 tested, 0.71% active; AID 489030; active = inhibition of at least 40% at 20 µM;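 also: plate controls were DMSO wells for no effect and DEVD-CHO caspase inhibitor wells for full effect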
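System – cell-free apoptosome with Apaf-1, procaspase-3 and caspase-9 · Buffer or medium – pH 7.5 Hepes buffer with CHAPS, BSA, DTT · Also added – cytochrome c with DEVD-Rh110 · Times – 30 min compound preincubation, 50 min activation, room temperature · Technique – Rh110 fluorescence intensity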
SENP8 block-2 – blocks human SENP8 cleavage of Nedd8 substrate; recombinant SENP8, Nedd8 substrate fluorescence; 360,000 tested, 0.64% active; inhibition, % at 20 µM; AID 602440; Q96LD8; in the data active = inhibition mostly above about 40%, no sharp cut-off; inactive = mostly below about 27%
A3G deaminase – blocks human APOBEC3G single-stranded DNA deamination | Q9HC16 | recombinant A3G, ssDNA deamination FAM/TAMRA fluorescence | inhibition, % at 20 µM | 330,000 tested, 0.28% active;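 active = inhibition of at least 40% at 20 µM, with no more than 30% in the related APOBEC3A deaminase screen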;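 also: plate controls were DMSO wells with A3G for no effect and wells lacking A3G enzyme for full effect; some compounds called inactive have numbers as strong as hits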
* marks the source's active call; other numbers are inactive results; x = not tested or not shown. The order is random. About 3.6% of those tested had a hit in this group.

No.	Structure	SENP8 block-1	UBC13 polyUb	SENP1 inh	SENP7 inh	SENP6 block	Apaf-1 inh	SENP8 block-2	A3G deaminase
1	Cc1nc(C(=O)N2CCCC(C(=O)c3cccc(OC(C)C)c3)C2)cs1 (stereo unspecified)	0	1	-3	-6	2	0	4	-7
2	CC(NCC(=O)Nc1cc(S(=O)(=O)N2CCCCCC2)ccc1Cl)c1ccccc1 (stereo unspecified)	0	3	-1	4	-9	19	17	-2
3	CC(=O)Nc1cc(C)nn1-c1nc(C)cc(C)n1	-5	6	2	-3	13	2	12	-7
4	CC1(C)CC(=O)C(C=Nc2ccc(O)cc2)=C(O)C1	6	0	1	0	1	-1	-105	-3
5	CCOC(=O)c1sc2nc(CSc3ccccc3)nc(N3CCC(C(N)=O)CC3)c2c1C	2	4	1	8	7	25	-227	0
6	O=C(N1CCOCC1)C(F)(F)C(=O)N1CCOCC1	5	2	-1	1	6	-7	29	-3
7	CN(Cc1ccccc1)S(=O)(=O)c1ccc(C(=O)Nc2nnc(C3CC3)o2)cc1	3	-11	2	-2	-7	-3	37	-4
8	CCC(CC)C(=O)Nc1cccc(C(=O)Nc2ccc3c(c2)OCO3)c1	1	-3	-2	-5	2	-7	6	-1
9	O=C(CC1NCCNC1=O)Nc1cccc([N+](=O)[O-])c1 (stereo unspecified)	-2	2	2	8	12	-12	12	-12
10	COc1ccc(-c2nnc(SCC(=O)NC(C)C)n2CC2CCCO2)cc1OC (stereo unspecified)	2	7	1	1	6	-9	18	-4
11	Cc1nn(CCCC(=O)NCCc2ccccc2)c(=O)c2nccn12	8	-5	-6	-5	-10	-7	10	-1
12	O=C1c2ccccc2[C@@H]2C[C@@H](O)[C@H](Nc3ccccc3Cl)CCN12	x	x	-2	8	x	13	5	2
13	CC(CO)N1CCS(=O)(=O)CC1 (stereo unspecified)	-6	8	2	-2	-9	-8	24	1
14	O=C1CC(Sc2cccs2)C(=O)N1c1ccccc1 (stereo unspecified)	2	2	-2	3	-7	-12	-7	4
15	Cc1cc(N)n(-c2nc3ccccc3s2)n1	86*	0	-1	93*	87*	3	9	-2
16	Cc1ccc2c(c1)/C(=C/c1ccccc1C)C(=O)N2	-3	7	-10	-2	-15	22	25	2
17	COc1ccc(NC(=O)CC23CC4CC(C2)CC(n2nnc(C)n2)(C4)C3)cc1	-1	20	-1	12	-2	-14	17	-4
18	O=S(=O)([N-]c1nc2ccccc2nc1-n1cc[n+](Cc2ccccc2)c1)c1ccc(Br)cc1	1	-1	-70	-8	-13	23	-441	-1
19	c1ccc(-c2ccncc2)nc1	-5	-4	1	14	4	-11	10	-6
20	Cc1cc(C)nc(N2CCC(C(=O)NCc3cccs3)CC2)n1	-5	2	1	-10	-15	-1	-39	-7

Sorted by molar mass (descending): part of the list above.
No.	Structure	SENP8 block-1	UBC13 polyUb	SENP1 inh	SENP7 inh	SENP6 block	Apaf-1 inh	SENP8 block-2	A3G deaminase
2	CC(NCC(=O)Nc1cc(S(=O)(=O)N2CCCCCC2)ccc1Cl)c1ccccc1 (stereo unspecified)	0	3	-1	4	-9	19	17	-2
17	COc1ccc(NC(=O)CC23CC4CC(C2)CC(n2nnc(C)n2)(C4)C3)cc1	-1	20	-1	12	-2	-14	17	-4
9	O=C(CC1NCCNC1=O)Nc1cccc([N+](=O)[O-])c1 (stereo unspecified)	-2	2	2	8	12	-12	12	-12
4	CC1(C)CC(=O)C(C=Nc2ccc(O)cc2)=C(O)C1	6	0	1	0	1	-1	-105	-3
3	CC(=O)Nc1cc(C)nn1-c1nc(C)cc(C)n1	-5	6	2	-3	13	2	12	-7
15	Cc1cc(N)n(-c2nc3ccccc3s2)n1	86*	0	-1	93*	87*	3	9	-2

(continued)
No.	Structure	SENP8 block-1	UBC13 polyUb	SENP1 inh	SENP7 inh	SENP6 block	Apaf-1 inh	SENP8 block-2	A3G deaminase
21	N=c1c2c(ncn1CCCO)Oc1cc(O)ccc1C2c1ccccc1 (stereo unspecified)	-1	-2	-34	6	-1	-23	13	-4
22	O=S(=O)(Nc1nc2ccccc2nc1Nc1ccc2c(c1)OCCO2)c1cccs1	-8	-6	-29	0	-15	1	-197	1
23	C=CCNC(=O)c1onc(CSc2ccccn2)c1C(=O)NCC=C	3	7	2	-2	7	-10	5	-12
24	O=C1OC(=O)c2cc([N+](=O)[O-])ccc21	3	5	0	10	4	4	16	4
25	CC(NC(=O)CN1C(=O)NC(C)(C2CC2)C1=O)c1ccc(F)cc1 (stereo unspecified)	2	-4	4	-1	-6	2	13	-9
26	O=C1CN(c2nnnn2-c2ccccc2)CCN1	1	-6	0	5	-6	2	14	-2
27	COc1cccc(N(C(=O)CNC(=O)c2ccco2)C(C(=O)NC2CCCC2)c2cccnc2)c1 (stereo unspecified)	2	2	3	-9	14	-3	12	-7
28	COc1ccc(OC)c(NC(=O)CSc2nnnn2-c2ccccc2F)c1	-3	-3	2	6	-15	1	15	2
29	C/C(=N/OC(=O)c1cccc(Cl)c1)c1nccs1	-48	-2	3	37	6	9	1	4
30	CCN=C1S/C(=C\c2ccc(Sc3ccc(Cl)cc3)o2)C(=O)N1CC	-6	-6	-92	5	-15	14	-492	-4
31	Cc1ccc(S(=O)(=O)N2CCN(CC(=O)N/N=C/c3ccco3)CC2)cc1	-3	2	3	5	12	11	7	-6
32	O=C(CSCc1ccccc1)NCCCN1CCOCC1	3	-3	3	5	-3	9	4	6
33	O=C(O)Cc1ccc(O)c(F)c1	-3	-3	1	5	4	-5	6	-2
34	O=C(/C=C/c1cccc(Cl)c1)NCCc1ccccc1	-1	9	0	8	-6	13	0	-4
35	COc1ccccc1NC(=O)c1sc2ncn(Cc3ccccc3C)c(=O)c2c1C	0	20	-31	-4	-5	-4	-101	-5
36	COC(=O)c1c(NC(=O)C(=O)N2CCOCC2)sc2c1CCCC2	4	3	0	2	-3	10	-19	-5
37	COc1ccc(N2CC(C(=O)Nc3nnc(SCc4ccccn4)s3)CC2=O)cc1 (stereo unspecified)	-3	-8	-4	9	-2	1	-1	3
38	CC(=O)Nc1nc(C)c(Oc2ccc(Cl)cc2)c(=O)[nH]1	-9	-11	-12	13	-9	-16	6	-1
39	Cc1c(C(=O)OC(C)C)sc(N)c1C(=O)OC(C)C	-9	9	-8	-2	0	13	9	-2
40	CCN(CC)CCNC(=O)CCCNC(=O)Cn1cnc2sc(C)c(C)c2c1=O	3	-3	3	8	-4	-8	1	1
41	COc1cc(/C=N/n2cnnc2)ccc1OCc1ccccc1	9	-6	5	-5	-4	12	-16	-4
42	Cn1nnc2ccccc2c1=O	2	10	0	5	12	-9	24	-3
43	Cc1ncoc1C(=O)NC1CC(C)(C)Cc2c1cnn2-c1ccc(F)cc1 (stereo unspecified)	3	4	-2	-1	10	5	11	-2
44	O=C(O)CCC(=O)N1c2ccccc2NC2=C(C(=O)CC(c3ccc(F)cc3)C2)C1c1ccc([N+](=O)[O-])o1 (stereo unspecified)	-3	-16	5	-5	-24	3	8	-2
45	COc1ccc(C(=O)COC(=O)CN2C(=O)C3C4CCC(C4)C3C2=O)cc1 (stereo unspecified)	2	-4	-1	3	-3	0	5	-5
46	CCC(C)[C@H](NC(=O)NCc1cccs1)C(=O)OC (stereo partly specified)	6	-3	1	-1	6	-13	3	0
47	NC(=O)N=Nc1c(O)n(Cc2ccccc2)c2ccc(Br)cc12	2	-5	5	-2	-5	-10	26	0
48	CCOC(=O)C1=C(C)N(CC)C(=S)NC1c1ccc(Cl)cc1 (stereo unspecified)	0	2	-7	6	8	14	5	-2
49	O=C(Nc1ccc(S(=O)(=O)N2CCCC2)cc1)c1ccc(CN2CCOCC2)cc1	-2	4	-1	-1	0	1	16	-3
50	Cc1noc(NS(=O)(=O)c2ccc(N/C=C/C(=O)c3ccccc3)cc2)c1C	19	-14	-12	5	47	14	-16	-6
51	Cc1cccn2cc(CNC(=O)CC3CCCC3)nc12	-3	1	0	-9	-11	2	2	-4
52	CCOc1ccc(NS(=O)(=O)c2ccc3c(c2)oc(=O)n3C)cc1	-12	-26	0	-7	0	12	33	-3
53	C=CCOc1ccc(CNc2nn[nH]n2)cc1	-1	2	0	-6	4	2	21	-1
54	O=C(NCCNC(=O)c1ccccc1)c1ccccc1	1	-6	-1	0	-9	-12	15	-3
55	COc1ccc(C(=O)CC(=O)C(=O)Nc2cccc([N+](=O)[O-])c2C)cc1	-9	-17	0	-7	-7	16	-78	11
56	Cc1ccc(N/N=C/c2ccncc2)cc1	-15	-8	-3	4	-21	11	26	5
57	COc1ccc(NC(=O)c2cc(-c3ccncc3)nc3ccc(Br)cc23)cc1OC	-7	18	0	10	-3	45*	14	4
58	Cc1ccn2c(=O)nc(SCC(=O)NCCc3ccccc3)nc2c1	5	-1	-27	-3	0	0	-70	-6
59	CC(C)CCN(C(=S)NC(=O)C1CCCCC1)c1c(N)n(Cc2ccccc2)c(=O)[nH]c1=O	1	-7	0	5	-5	11	7	2
60	Cc1nc(S(=O)(=O)c2ccc(Cl)cc2)c(N(C)C)o1	0	-3	-2	3	-4	1	20	-1
61	CCOC(=O)c1c(/N=C/c2cc(OC)cc([N+](=O)[O-])c2O)sc(C)c1C	7	-58	7	9	3	-3	28	-3
62	CCOc1ccc(NC(=O)C(=O)NCCN2CCN(S(=O)(=O)c3ccc(C)cc3)CC2)cc1	-2	0	0	0	0	8	6	-4
63	COc1ccc(OC)c(NC(=O)CN(C)CCOc2ccc(Br)cc2)c1	-8	1	1	-7	-20	26	14	2
64	OCCN1CCOCCOc2ccccc2OCCOCC1	-13	-7	1	14	-11	-1	16	-2
65	Oc1ccccc1C(=S)N1CCCCC1	-12	-5	2	-3	3	8	26	-6
66	Cc1ccc(NC(=O)CCCc2nc3ccccc3s2)c(O)c1	8	2	2	6	8	-2	0	-14
67	CCn1c(SCC(=O)NNC(=O)Cc2ccccc2)nnc1-c1ccccc1	4	3	1	5	11	-16	10	-2
68	CCN(C(=O)COC(=O)c1cc(OC)ccc1Br)C1CCS(=O)(=O)C1 (stereo unspecified)	-22	-6	0	-13	-7	13	10	-9
